Screening results (PubChem)
GLS inh: glutaminase GLS (human) inhibition. 0.21% of 410,000 active. Potency, µM (highest dose often 45.5 µM), for inactives: at the top dose activity change, negative = inhibition, most hits filed as inhibitors. O94925. GLS enzymatic activity, qHTS titration; also: % is scaled to controls: 0 for no effect and ±100 for the full control effect
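Two-point fluorescence kinetic (t0, 30 min RT) for hKGA; glutamate detected via glutamate oxidase–HRP–Amplex Red. Substrate: 1 mM L-glutamine solution; buffer 45 mM KH2PO4, pH 8.2.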
TrxR1 inh: rat TrxR1 inhibition | O89049 | recombinant rTrxR1, NADPH fluorescence consumption, selenite substrate | Potency, µM (highest dose often 114 µM), without a hit: top-dose activity change, negative = inhibition, most hits filed as inhibitors | 1% of 390,000 active | AID 588453; also: % is scaled to controls: 0 for no effect and ±100 for the full control effect; nearly all actives have a fitted effect of over 65% in size
Target sequence (O89049 whole entry, looked up): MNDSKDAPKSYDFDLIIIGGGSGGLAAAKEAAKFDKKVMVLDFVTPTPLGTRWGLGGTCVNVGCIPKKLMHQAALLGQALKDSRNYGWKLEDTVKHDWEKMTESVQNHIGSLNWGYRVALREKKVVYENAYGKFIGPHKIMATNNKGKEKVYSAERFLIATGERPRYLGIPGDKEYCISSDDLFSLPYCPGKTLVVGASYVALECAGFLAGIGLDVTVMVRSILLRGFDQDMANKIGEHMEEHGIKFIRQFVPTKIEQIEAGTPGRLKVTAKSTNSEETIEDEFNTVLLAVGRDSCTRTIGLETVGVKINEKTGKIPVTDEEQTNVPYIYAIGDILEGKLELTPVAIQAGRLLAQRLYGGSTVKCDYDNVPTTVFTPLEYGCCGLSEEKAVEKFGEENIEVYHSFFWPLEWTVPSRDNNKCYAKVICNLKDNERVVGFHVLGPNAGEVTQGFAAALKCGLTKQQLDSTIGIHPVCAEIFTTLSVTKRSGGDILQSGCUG
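Rat TrxR1 (90 nM in the dispensed reagent) was pre-reduced with 400 uM NADPH for 5 min at room temperature, then incubated with compound for 15 min. After 400 uM selenite was added, NADPH fluorescence (Ex 340/Em 450 nm) was followed for 8 min.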
PGK inhibitor: blocks T. brucei phosphoglycerate kinase. 0.043% of 380,000 active. Potency, µM (highest dose often 57.5 µM), for the others: at the top dose activity change, negative = inhibition, usual class: inhibitors. P07378. PGK/GAPDH coupled, Kinase-Glo luminescence, 60 min; also: % is scaled to controls: 0 for no effect and ±100 for the full control effect; nearly all actives have a fitted effect of over 60% in size
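Recombinant glycosomal PGK reaction used 1,3-bisphosphoglycerate generated in-well by GAPDH (100nM final) in 100mM TEA pH 7.6, 5mM MgCl2, 0.01% Tween-20. After 60 minutes at room temperature, ATP was read by Kinase-Glo Plus luminescence end-point.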
HP1b binding inh: blocks HP1-beta chromodomain binding to methylated histone tails; P83916; AlphaScreen HP1-beta / biotin-H3K9me3 peptide binding; Potency, µM (highest dose often 114 µM), without a hit: top-dose activity change, negative = inhibition, hits mostly inhibitors; 0.56% of 390,000 active; also: nearly all actives have a fitted effect of over 70% in size; inactives centre near 23
Target sequence (P83916 whole entry, looked up): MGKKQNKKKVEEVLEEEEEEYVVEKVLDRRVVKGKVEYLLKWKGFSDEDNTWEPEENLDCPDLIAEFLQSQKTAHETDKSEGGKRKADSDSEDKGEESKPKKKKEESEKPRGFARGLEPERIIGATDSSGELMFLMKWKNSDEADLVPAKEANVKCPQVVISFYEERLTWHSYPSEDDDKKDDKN
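HP1-beta protein (50 nM final) preincubated 30 min at room temperature with biotinylated H3(1-18)K9me3 peptide (50 nM) in PBS pH 7.4, 0.01% Tween-20, then compound added for 30 min. AlphaScreen streptavidin donor/nickel chelate acceptor beads (10 ug/mL final), 30 min dark, luminescence read.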
RGS4 inh: blocks human RGS4-accelerated GTP hydrolysis; 0.039% of 390,000 active; Potency, µM (series often up to 114 µM), inactives show at the highest dose activity change, negative = inhibition, hits mostly inhibitors; Transcreener GDP fluorescence polarization, RGS4-accelerated GTP hydrolysis; also: % is scaled to controls: 0 for no effect and ±100 for the full control effect; nearly all actives have a fitted effect of over 75% in size; some results filed as inactive show a strong effect at the top dose
Target sequence (P49798 whole entry, looked up): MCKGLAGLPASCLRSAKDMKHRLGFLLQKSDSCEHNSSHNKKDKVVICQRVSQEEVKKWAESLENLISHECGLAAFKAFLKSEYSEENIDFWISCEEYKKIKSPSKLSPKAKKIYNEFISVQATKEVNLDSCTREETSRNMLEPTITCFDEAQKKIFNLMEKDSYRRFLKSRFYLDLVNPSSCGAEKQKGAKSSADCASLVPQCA
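MLSMR compounds (23 nl, pin-transferred) preincubated 10 min at room temperature with a 500nM (2x) first reagent, then RGS4 at 900nM (2x) plus Transcreener GDP mix added; fluorescence polarization (620/688 nm) read before and after 90 min at 30 °C.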
ERG Ets-DNA blk: inhibitors of human ERG Ets domain-DNA interaction. 0.028% of 370,000 active. P11308. fluorescence polarization, His-ERG Ets domain / labelled DNA. Potency, µM (series often up to 76.9 µM), without a hit: top-dose FP activity, negative = inhibition, most hits filed as inhibitors; active = well fitted inhibition curve with a large enough effect in the polarisation, with a control signal flat; inconclusive = small, poorly fitted or top-dose-only effect, or effect the other way, or a change in a side signal; inactive = no such curve, though single readings can be large or run the other way; the % refers to the polarisation;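 also: polarization taken with two DNA probes labelled with fluorescein and Texas red; % of control where 0% means no effect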
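His-tagged ERG Ets domain (1 uM in the protein solution; 300mM KCl, 50mM Tris-HCl, 1mM EDTA, 1mM DTT, pH 7.5) received compound, then a probe mix of 5 nM fluorescein-DNA and 100nM Texas-615-DNA. Fluorescence polarization was read for both dyes.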
ALOX12 inh: inhibitors of human 12S-lipoxygenase ALOX12; P18054; purified 12hLO, xylenol orange hydroperoxide absorbance; 1.1% of 580,000 active; Potency, µM (series often up to 108 µM), for inactives: at the top dose activity change, negative = inhibition, most hits filed as inhibitors; AID 1671190; also: % is scaled to controls: 0 for no effect and ±100 for the full control effect
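Purified human 12hLO (150 nM final) in 25 mM Hepes, 0.01% Triton X-100, pH 7.0 was preincubated 15 min at room temperature with compound. Then 40 uM arachidonic acid was added, 30 min. Hydroperoxide was read by Fe-XO absorbance ratio 573/405 nm.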
Pin1 inhibitor: inhibitors of human Pin1; Q13526; Pin1 FP peptide displacement, HiFluor488, 10 min; 0.009% of 390,000 active; Potency, µM (top dose mostly 115 µM), inactives show at the highest dose activity, negative = inhibition, hits mostly inhibitors; active = well fitted inhibition curve with a large enough effect in the polarisation, with a control signal flat, not every such curve was filed as active; inconclusive = small, poorly fitted or top-dose-only effect, or effect the other way, or a change in a side signal; inactive = no such curve, though single readings can be large or run the other way; the % refers to the polarisation; also: % is scaled to controls: 0 for no effect and ±100 for the full control effect
Target sequence (Q13526 whole entry, looked up): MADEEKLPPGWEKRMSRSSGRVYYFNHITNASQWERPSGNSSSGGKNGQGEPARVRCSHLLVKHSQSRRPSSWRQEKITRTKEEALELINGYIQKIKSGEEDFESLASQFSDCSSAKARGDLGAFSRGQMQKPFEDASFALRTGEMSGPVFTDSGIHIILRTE
JMJD2A Tudor: inhibitors of human JMJD2A Tudor domain; Potency, µM (doses to about 114 µM), for inactives: at the top dose activity change, negative = inhibition, actives largely listed as inhibitors; AlphaScreen JMJD2A-Tudor / H3K4me3 peptide binding; O75164; 4.4% of 390,000 active; also: % is scaled to controls: 0 for no effect and ±100 for the full control effect; nearly all actives have a fitted effect of over 50% in size
Numbers without * were called inactive; i = inactive; ? = inconclusive; / = no result given; [ ] = another dose, or the depositor's remark. Unless noted, calls follow the shape of the dose curve; as a rule, active = well fitted curve in the direction sought with a large enough effect; inconclusive = small, poorly fitted or top-dose-only effect, or another doubt; inactive = no such curve, though single readings can be large; an effect the other way counts as inactive or inconclusive. Potency is read from the fitted curve at half-maximal effect.

SMILES | GLS inh | TrxR1 inh | PGK inhibitor | HP1b binding inh | RGS4 inh | ERG Ets-DNA blk | ALOX12 inh | Pin1 inhibitor | JMJD2A Tudor
CCOC(=O)c1cc(C)sc1/N=C/C1C(=O)NC(=S)NC1=O | 1% | 0.71µM* | 4% | -16% | ? | 10% | -10% | 17% | ?
CCc1nnc(NS(=O)(=O)c2ccc(N=Cc3c(O)n(-c4ccc(Cl)cc4)c(=O)[nH]c3=O)cc2)s1 | 23% | 7%[57.1 µM] | -9% | -3% | -52% | 1% | ? | -5% | 35µM*
O=C(N/N=C/c1c(O)n(Cc2ccc(F)cc2)c(=O)[nH]c1=O)c1ccccc1O | 5% | -17% | 5% | 30% | -14% | 4% | ? | 5% | ?
O=C1NC(=O)N(c2ccc(Br)cc2)C(=O)/C1=C/c1ccsc1 | -11% | ? | i | 27% | ? | 31%[activator] | ? | ? | -22%
O=C(Nc1c(F)cc(F)cc1F)c1cccn(Cc2ccccc2)c1=O | 5% | -3%[57.1 µM] | 3% | 25% | 18% | 11% | ? | 2% | 6%
CCc1nc2ccccc2c(=O)n1-c1ccccc1OC | 7% | 6% | -6% | 17% | 7% | 0% | ? | 0% | -16%
CCCCn1c(O)c(C(C)=NC(Cc2c[nH]c3ccccc23)C(=O)OC)c(=O)[nH]c1=O (stereo not given) | 3% | 8% | i | 17% | 3% | -4% | -19% | -1% | -20%
Cc1ccc(C2CC3CCC(C2)N3Cc2ccccc2F)cc1 (stereo not given) | 12% | 4%[57.1 µM] | 3% | 35% | 15% | 4% | 14% | 5% | 2%
COc1ccccc1-n1c(-c2ccc(C)cc2)nc2ccccc2c1=O | -2% | 3% | 10% | 43%[activator] | -1%[56.9 µM] | 0% | 0% | 0% | -11%
O=[N+]([O-])c1ccc(NC2CCCC2)c2ccncc12 | -14% | 0%[57.1 µM] | -10% | -31% | -12% | -9% | 1% | ? | -23%
O=C1CN=C(c2ccc(F)cc2)c2oc3ccccc3c2N1 | -4% | 27% | i | 13% | -20% | 4% | ? | 7% | -21%
CN(C(=O)c1cccc(N2C(=O)C3C4C=CC(C4)C3C2=O)c1)C1CCCCC1 (stereo not given) | -2% | -9% | 0% | 32% | -1% | ? | 15% | 1% | 9%
CCCCn1c(O)c(/C=N/NC(=O)c2ccncc2)c(=O)[nH]c1=S | -4% | -14%[57.1 µM] | -2% | 57%[activator] | -22% | 62%[activator] | 0% | ? | -28%
COC(=O)C1=C(c2cc3ccccc3o2)C[C@@H]2CC[C@H]1N2C(=O)NCc1ccc(F)cc1 | 2% | 6%[57.1 µM] | -1% | 7% | -5% | -4% | ? | -1% | -27%
COC(=O)CSC1=NP(=S)(SCC(=O)OC)N2CCCC2=C1C#N (stereo not given) | 4% | -5% | -7% | 18% | 8% | 2% | 0% | 0% | -1%
Cn1c(O)c(C(=NCCc2c[nH]c3ccccc23)c2ccccc2)c(=O)n(C)c1=O | -18% | 3% | -8% | 13% | 3% | -9% | 128%[activator] | -1% | -18%
CN1CCc2cc3c(cc2[C@H]1[C@@H]1OC(=O)c2c1ccc1c2OCO1)OCO3 | -3% | ? | -6% | 47%[activator] | 2% | 1% | 10% | -3% | -18%
CCn1c(O)c(C(=O)CC2NCCc3ccccc32)c(=O)n(CC)c1=S (stereo not given) | 3% | -12% | 3% | 17% | -41% | 9% | / | ? | -8%
CC[N+](C)(CC)CCCCOc1ccc2c(c1)C(=O)c1cc(OCCCC[N+](C)(CC)CC)ccc1-2 | -5% | -6% | i | ? | -37% | 8% | ? | ? | 22µM*
CC(=O)OC1CCC2(/C=N/O)C(=CCC3C4CCC(=O)C4(C)CCC32)C1 (stereo not given) | 0% | 40%[2.29 µM] | -3% | 35% | 3% | -9% | -9% | -12% | -3%
COC(=O)C1=C(c2cc3ccccc3s2)C[C@@H]2CC[C@H]1N2C(=O)N1CCC(O)CC1 | 3% | 5%[57.1 µM] | 8% | 32% | -2% | 2% | 1% | 2% | -21%
C[C@@H]1C(=O)O[C@@H]2[C@H](O)C34[C@@H]5OC(=O)C3(O[C@H]3OC(=O)[C@H](O)C34[C@H](C(C)(C)C)[C@H]5O)[C@@]12O (stereo not given in full) | -1% | 13% | -4% | 24% | 20% | 0% | -10% | -5% | -14%
CC(NS(=O)(=O)c1ccc(CCC(=O)N2CCN(C)CC2)cc1)c1ccccc1 (stereo not given) | 4% | 10%[57.1 µM] | -6% | 24% | 33% | -2% | -12% | -1% | -17%
COc1ccc(Nc2cc(C)c3cc(NC(=O)c4ccccc4Cl)ccc3n2)cc1 | 7% | 8% | 0% | -3% | 9% | -2% | -16% | ? | ?
O=C1NC(=O)C(Sc2ccccc2[N+](=O)[O-])C(=O)N1 | -7% | 10% | 0% | ? | ? | -3% | 10µM* | 0% | 28µM*

Shown in markdown: part of the list above
| structure | GLS inh | TrxR1 inh | PGK inhibitor | HP1b binding inh | RGS4 inh | ERG Ets-DNA blk | ALOX12 inh | Pin1 inhibitor | JMJD2A Tudor |
| --- | --- | --- | --- | --- | --- | --- | --- | --- | --- |
| CCOC(=O)c1cc(C)sc1/N=C/C1C(=O)NC(=S)NC1=O | 1% | 0.71µM* | 4% | -16% | ? | 10% | -10% | 17% | ? |
| CCc1nnc(NS(=O)(=O)c2ccc(N=Cc3c(O)n(-c4ccc(Cl)cc4)c(=O)[nH]c3=O)cc2)s1 | 23% | 7%[57.1 µM] | -9% | -3% | -52% | 1% | ? | -5% | 35µM* |
| O=C(N/N=C/c1c(O)n(Cc2ccc(F)cc2)c(=O)[nH]c1=O)c1ccccc1O | 5% | -17% | 5% | 30% | -14% | 4% | ? | 5% | ? |
| O=C1NC(=O)N(c2ccc(Br)cc2)C(=O)/C1=C/c1ccsc1 | -11% | ? | i | 27% | ? | 31%[activator] | ? | ? | -22% |
| O=C(Nc1c(F)cc(F)cc1F)c1cccn(Cc2ccccc2)c1=O | 5% | -3%[57.1 µM] | 3% | 25% | 18% | 11% | ? | 2% | 6% |

(further entries)
SMILES | GLS inh | TrxR1 inh | PGK inhibitor | HP1b binding inh | RGS4 inh | ERG Ets-DNA blk | ALOX12 inh | Pin1 inhibitor | JMJD2A Tudor
OCC(Cl)CCl (stereo not given) | 10% | 27% | 6% | 24% | 33% | -2% | 16% | 0% | -17%
O=C1CC(N2CCC(n3c(=O)[nH]c4ccccc43)CC2)C(=O)N1Cc1ccccc1 (stereo not given) | 7% | -2%[57.1 µM] | -1% | 32% | -7% | 5% | 0% | 3% | -7%
Cc1ccc(Cl)cc1N1CCN(C(=O)c2cn(CC(C)C)c(=O)c3c2c2ccccc2n3C)CC1 | 2% | 38%[activator] | -3% | 12% | 27% | -5% | -25% | 10% | -30%
O=c1cc(Nc2cccc(Br)c2)[nH]c(=O)[nH]1 | 7% | 14%[57.1 µM] | 7% | 37%[activator] | ? | 9% | 1% | 7% | -8%[11.4 µM]
CCOC(=O)CNC(=O)CNC(=O)C(Cc1ccc(N(CCCl)CCCl)cc1)NC(C)=O (stereo not given) | 4% | ? | i | 55%[activator] | -20% | -3% | -20% | ? | 0%
CCC1CN2CCc3cc(OC)c(OC)cc3C2CC1CC1NCCc2c1[nH]c1ccc(O)cc21 (stereo not given) | 52%[activator] | 0%[11.4 µM] | 1% | -26% | 7% | 7% | ? | -13% | ?
CCC(C)(C)n1nnnc1C(c1cccs1)N1CC=C(c2ccc(F)cc2)CC1 (stereo not given) | 19% | ? | -6% | -5% | -11% | / | -3% | 53%[activator] | -21%
Cc1cc2c(cc1C)NP(=S)(c1ccccc1)N2 | 6% | 13%[57.1 µM] | -4% | ? | ? | 5% | ? | 5% | ?
COC(=O)CC1=C(C(=O)OC)C2(C(=O)N(C)c3ccccc32)C(C#N)=C(N)O1 (stereo not given) | 2% | -6% | i | 20% | -36%[56.9 µM] | 4% | 11% | 1% | -4%[57.1 µM]
C=CCN1C(=O)C2(C(C(=O)OCC)=C(N)Oc3ccccc32)c2c1c1ccccc1oc2=O (stereo not given) | -3% | 14% | -9% | 4% | 12% | -7% | 0% | 1% | -30%
Cn1c(=O)n(C)c2cc(CNCCc3ccccc3)ccc21 | -9% | 12% | i | 46%[activator] | -1% | -4% | -19% | -5% | -3%
Fc1ccc(CCNCc2cccc(Cl)c2)cc1 | 0% | 5% | -2% | 18% | 11% | / | -25% | -3% | -3%
O=C(O)c1[nH]c(=O)[nH]c(=O)c1F | 24% | 16% | -3% | -1% | 14% | 19% | 0% | 5% | 7.1µM*
CCOCCc1c(O)[nH]c(=S)[nH]c1=O | -10% | -13% | -2% | -8% | ? | -10% | 14µM* | -11% | 79µM*

One compound at a time (already shown). Order of values: GLS inh	TrxR1 inh	PGK inhibitor	HP1b binding inh	RGS4 inh	ERG Ets-DNA blk	ALOX12 inh	Pin1 inhibitor	JMJD2A Tudor
C=CCN1C(=O)C2(C(C(=O)OCC)=C(N)Oc3ccccc32)c2c1c1ccccc1oc2=O (stereo not given) as listed: -3%	14%	-9%	4%	12%	-7%	0%	1%	-30%
CCC1CN2CCc3cc(OC)c(OC)cc3C2CC1CC1NCCc2c1[nH]c1ccc(O)cc21 (stereo not given) as listed: 52%[activator]	0%[11.4 µM]	1%	-26%	7%	7%	?	-13%	?

The list is partial; count on the stated rates, not on these rows.
